High-throughput results deposited in PubChem BioAssay by National Center for Advancing Translational Sciences (NCATS).
HttQ103 aggreg: inhibitors of mutant huntingtin aggregate formation in PC12 cells | PC12 HttQ103-GFP aggregates, Acumen cytometry, 40 h | Potency, µM (doses to about 46.1 µM), for inactives: at the highest dose activity change, negative = inhibition, actives largely listed as inhibitors | 1.1% of 220,000 active; note: potency is the fitted concentration of half-maximal effect; % is set by controls: 0 for no effect and ±100 for the full control effect; nearly all actives have a fitted effect of over 60% in size
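Aggregates are detected as GFP objects 1–25 µm with signal 6 STDEV over background in lysates of induced PC12 cells. These carry Huntingtin exon 1 with 103 glutamines fused to GFP under an ecdysone promoter; compounds titrated.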
CBFb-RUNX1 inh: inhibitors of human CBF-beta and RUNX1 interaction; Q01196+Q13951; AlphaScreen CBFb-His/RUNX1-biotin binding, biochemical; Potency, µM (series often up to 59.8 µM), for the others: top-dose activity, negative = inhibition, most hits filed as inhibitors; 230,000 tested, under 10 active; AID 1477; note: % of control where 0% means no effect
Target sequence (Q01196 whole entry, looked up): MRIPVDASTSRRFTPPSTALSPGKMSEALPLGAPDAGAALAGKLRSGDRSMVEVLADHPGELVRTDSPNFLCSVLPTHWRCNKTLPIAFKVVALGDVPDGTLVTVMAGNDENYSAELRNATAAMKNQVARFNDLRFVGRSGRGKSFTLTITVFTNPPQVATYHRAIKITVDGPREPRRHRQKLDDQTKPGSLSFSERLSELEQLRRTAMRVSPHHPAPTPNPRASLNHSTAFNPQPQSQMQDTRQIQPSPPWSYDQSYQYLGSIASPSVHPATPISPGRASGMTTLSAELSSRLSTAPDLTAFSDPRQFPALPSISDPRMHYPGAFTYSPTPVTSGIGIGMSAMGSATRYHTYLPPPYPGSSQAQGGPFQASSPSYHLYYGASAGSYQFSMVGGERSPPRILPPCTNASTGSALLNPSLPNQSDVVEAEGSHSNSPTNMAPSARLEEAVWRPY
Target sequence (Q13951 whole entry, looked up): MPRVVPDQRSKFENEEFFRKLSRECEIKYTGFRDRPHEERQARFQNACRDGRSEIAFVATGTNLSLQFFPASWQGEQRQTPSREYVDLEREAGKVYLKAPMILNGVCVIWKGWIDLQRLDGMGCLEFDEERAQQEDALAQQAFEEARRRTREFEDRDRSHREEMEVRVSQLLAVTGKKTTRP
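Read-out: AlphaScreen. Format: His-CBF-beta with biotinylated RUNX1 (30 nM each) preincubated 20 min, compound 15 min, Ni-chelate plus streptavidin beads 90 min; room temperature throughout.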
GAA inhib: alpha-glucosidase (human) inhibition; purified human GAA, 4-MU-alpha-glucoside fluorescence; Potency, µM (doses to about 76.9 µM), for the others: at the top dose activity change, negative = inhibition, hits mostly inhibitors; 0.005% of 200,000 active; AID 1466;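 note: potency is the fitted concentration of half-maximal effect; plate controls were uninhibited enzyme wells for no effect and no-enzyme background for full effect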
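Fluorescence at Ex 365/Em 440 nm from 4-methylumbelliferone reported enzyme activity after 20 min at room temperature. Reactions used 4 nM enzyme and 400 uM substrate at pH 5.0; curves fitted with the Hill equation.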
GAA glycogen mod: alters human alpha-glucosidase cleavage of glycogen; Potency, µM (series often up to 76.4 µM), without a hit: at the top dose activity change, negative = inhibition, usual class: inhibitors; P10253; 0.38% of 300,000 active; AID 2100; recombinant GAA, glycogen substrate, Amplex Red glucose oxidase fluorescence;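 note: potency is the fitted concentration of half-maximal effect; 0% = full enzyme reaction and -100% = no-enzyme basal signal; the screen sought inhibitors and activators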
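Recombinant human alpha-glucosidase (4 nM final) hydrolysed bovine liver glycogen (30 ug) for 40 min at 37 C in pH 5.0 citrate/phosphate with 0.01% Tween-20. Released glucose detected by glucose oxidase/Amplex Red, Ex 573/Em 610 nm. Compounds up to 77 uM; AC50 from Hill fits.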
aGlu spleen mod: inhibitors or activators of human alpha-glucosidase in spleen homogenate; P10253; AID 2112; Potency, µM (series often up to 79.9 µM), for the others: at the highest dose activity change, negative = inhibition, actives largely listed as inhibitors; human spleen homogenate, 4-MU-alpha-glucoside fluorescence; 0.006% of 240,000 active;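 note: potency is the fitted concentration of half-maximal effect; 0% = enzyme with vehicle and -100% = no enzyme basal signal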
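Human spleen homogenate (1 ug) incubated with compounds and 1 mM 4-methylumbelliferyl-alpha-D-glucopyranoside in pH 5.0 citrate/phosphate buffer, 37 C, 40 min. Stopped at pH 10; 4-MU fluorescence (Ex 365/Em 440 nm); AC50 by Hill fit.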
Lamin A splicing: LMNA splicing modulation | AID 1487 | HeLa LMNA splicing GFP/RFP minigene ratio, 48 h | 0.01% of 200,000 active | Potency, µM (titrated, usually from 46.1 µM), inactives show at the top dose ratio change, negative = inhibition, actives largely listed as inhibitors; active = well fitted inhibition curve with a large enough effect in the signal ratio, with a control signal flat, not every such curve was filed as active; inconclusive = small, poorly fitted or top-dose-only effect, or effect the other way, or a change in a side signal; the % refers to the signal ratio; note: potency is the fitted concentration of half-maximal effect; % is set by controls: 0 for no effect and ±100 for the full control effect
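Read-out is the ratio of GFP to DsRed2 object intensity, acquired by 488 nm laser-scanning cytometry on HeLa lamin A-EGFP minigene reporter cells. Compound incubation 48 hrs at 37 °C in Opti-MEM with 2% FBS; DMSO 0.5% final.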
HTT cytoprotect: protects HTT-Q103 PC12 cells, measured by ATP | PC12 HTT-Q103 induced, cytoprotection, ATP luminescence, 40 h | Potency, µM (top dose mostly 56.4 µM), without a hit: cytoprotection (ATP increase), hits mostly activators | 0.14% of 230,000 active | AID 1471;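 note: potency is the fitted concentration of half-maximal effect; % of control where 0% means no effect; nearly all actives have a fitted effect of over 45% in size; toxic huntingtin expression switched on by the ecdysone agonist tebufenozide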
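Rat PC12, Q103 Htt exon1-GFP fusion, ecdysone promoter; tebufenozide inducer 100 nM final; compound titration; qHTS, 1500 cells/well; ATPlite luminescent read.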
Starred values were filed as active, the others as inactive; ? = inconclusive; . = no result given; [ ] = dose if it differs, or a comment. Unless noted, calls come from the whole dose curve; as a rule, active = well fitted curve in the direction sought with a large enough effect; inconclusive = small, poorly fitted or top-dose-only effect, or another doubt; inactive = no such curve, though single readings can be large; an effect the other way counts as inactive or inconclusive.

SMILES	HttQ103 aggreg	CBFb-RUNX1 inh	GAA inhib	GAA glycogen mod	aGlu spleen mod	Lamin A splicing	HTT cytoprotect
CCOc1ccc(Nc2nc(Cc3nnc(SCC(=O)NCc4ccco4)n3CC)cs2)cc1	-0.3%	-22.0%	-3.6%	17.6µM*	3.8%	-9.2%	-37.3%
Cc1cc(C)c2nc(SCC(=O)N3CCCCC3)c(C#N)cc2c1	5.7%	-1.0%	3.7%	-1.2%	2.6%	2.7%	-12.1%
COc1ccc(CC(=O)n2[nH]c(=O)cc(C)c2=O)cc1OC	1.5%[9.22 µM]	9.5%	-7.2%	-4.1%	-13.9%	.	-4.0%[10 µM]
Cc1nnc(SCC(=O)NNC(=O)CC#N)[nH]c1=O	4.6%	-3.8%	2.7%	11.9%	-7.3%	-4.5%	-5.9%[10 µM]
O=C(Cn1nnc(-c2ccccc2F)n1)Nc1cccc2ncccc12	-2.8%	-1.6%	4.0%	5.8%	-6.2%	?	-27.6%[10 µM]
COc1ccc(-c2noc(CCC(N)=O)n2)cc1OC	-12.4%	3.1%	2.5%	2.2%	8.1%	1.5%	-2.4%[10 µM]
COC(=O)NCC12CC3CC(C1)CC(CNC(=O)OC)(C3)C2	3.3%[9.22 µM]	-0.1%	-4.7%	11.4%	2.4%	3.9%	-20.3%
CC(C(=O)NC1CCCC1)N(Cc1ccc2c(c1)OCO2)C(=O)c1snc(C(N)=O)c1N (stereo not drawn)	11.1%	2.8%	-0.2%	3.4%	-0.8%	0.8%	-23.6%[10 µM]
CS(=O)(=O)c1ccc2nc(NC(=O)c3ccco3)sc2c1	-13.3%	1.2%	-9.4%	3.7%	-2.9%	-16.6%	-34.6%[10 µM]
O=C(N/C(=C/c1cccnc1)C(=O)N1CCOCC1)c1ccccc1	6.8%	8.8%	-3.1%	11.2%	-4.8%	-2.4%	27.0%[10 µM]
O=C(O)CCC(=O)N(Cc1ccco1)C1CC(=O)N(c2ccccc2)C1=O (stereo not drawn)	6.3%[9.22 µM]	1.1%	.	-4.6%	12.3%	.	31.4%[10 µM]
Cc1ccc(-c2nc3ccccc3[nH]2)cc1NC(=O)c1ccc2c(c1)OCO2	18.3%	-1.2%	-5.0%	4.3%	-1.1%	9.6%	-28.1%
COc1ccc(OC)c2[nH]c(=O)c(CCNC(=O)Cc3cccs3)cc12	12.8%	-7.6%	3.2%	-1.2%	-0.1%	20.8%[9.22 µM]	-15.7%
COc1cccc(-c2nnc(NC(=O)C(C)C)o2)c1	-12.3%	1.6%	2.9%	-6.3%	-6.9%	-7.2%	13.7%[10 µM]
O=C(Nc1nnc(Cc2c[nH]c3ccccc23)s1)c1ccc(Cl)cc1Cl	16.0%	0.2%	-1.2%	-8.5%	3.6%	?	8.1%[10 µM]
O=C(NC(Cc1ccc2c(c1)OCO2)C(=O)NC(Cc1ccccc1)C(=O)O)c1ccccc1 (stereo not drawn)	7.8%[9.22 µM]	-2.2%	-1.1%	0.4%	4.3%	3.6%	?
CN1CCCC(C#CC(O)(c2ccccc2)c2ccccc2)C1 (stereo not drawn)	0.6%[9.22 µM]	-1.0%	2.3%	2.5%	1.5%	.	-19.4%[10 µM]
CC(C)Sc1cc(N2CCCC2)nc(-c2ccccc2Cl)n1	14.4%	15.3%	-5.7%	-2.0%	0.4%	?	.
CC1(C)CC(=O)C(C=NCC2CCN(C(=S)Nc3ccccc3)CC2)=C(O)C1	-4.4%[9.22 µM]	5.8%	.	-4.6%	-13.4%	.	6.4%[10 µM]
COc1ccccc1N/C=C/c1onc(C)c1[N+](=O)[O-]	-0.3%	-28.4%	-3.2%	2.8%	-19.1%	-5.6%[46 µM]	-84.3%[inhibitor]
CCc1cc(=O)oc2cc(OCC(=O)OC)c(Cl)cc12	-16.6%	0.8%	-2.9%	5.7%	-1.5%	3.7%	-3.7%
COc1ccc(C(=O)COC(=O)CCC(=O)c2cccs2)cc1	15.7%	-2.5%	1.5%	-8.5%	-4.9%	-4.3%[46 µM]	?
Brc1ccc(NC2=Nc3ccccc3CC2)cc1	-11.7%	0.4%	3.0%	10.2%	-6.8%	-2.7%	-23.2%
CC(=O)NC(=S)c1c(N)n(Cc2ccccc2)c(=O)n(C)c1=O	-9.3%	-1.3%	9.1%	-16.9%	-4.1%	11.6%	-21.1%[0.074 µM]
CC(=O)Nc1ccc(OS(=O)(=O)c2ccc([N+](=O)[O-])cc2)cc1	1.1%[9.22 µM]	4.9%	?	4.3%	1.6%	?	?
Additional entries.
SMILES	HttQ103 aggreg	CBFb-RUNX1 inh	GAA inhib	GAA glycogen mod	aGlu spleen mod	Lamin A splicing	HTT cytoprotect
Cc1cc2sc(C(=O)O)c(C)c2s1	-7.5%	8.8%	0.6%	3.2%	-2.1%	-0.6%	23.0%[10 µM]
COc1ccc(CNC(=O)CN2C(=O)C3CCCN3c3ncc(Cl)cc32)cc1 (stereo not drawn)	2.7%	-2.4%	-4.5%	-14.0%	-21.9%	9.5%	-1.7%
CC1CCCCN1CCNC(=O)Cn1nc(-c2ccccc2)ccc1=O (stereo not drawn)	-2.3%	3.0%	-1.4%	0.1%	-8.2%	1.7%	17.0%
COC(=O)Cc1ccc(NC(=S)Nc2ccccn2)cc1	-6.3%[9.22 µM]	-1.5%	-11.2%	-20.9%	-15.7%	?	2.0%[10 µM]
NC1=C([N+](=O)[O-])C(c2ccccc2)C2=C(CCCC2=O)O1 (stereo not drawn)	24.8%	-0.6%	0.7%	0.9%	1.8%	14.8%	34.3%[10 µM]
O=C(CC(=O)N/N=C\c1c(Cl)cccc1Cl)NCc1ccccc1	-18.8%	-3.7%	3.9%	-5.8%	-13.3%	2.2%	-1.1%
COc1ccc(Cl)cc1NC(=O)CCc1ccccc1	24.7%	11.1%	5.7%	-1.7%	-0.8%	0.4%	-9.5%
Cc1nc([N+](=O)[O-])nn1C12CC3CC(CC(Br)(C3)C1)C2	7.3%	4.3%	-3.8%	0.4%	-1.5%	?	-21.1%
O=C(NC(=O)c1cnccc1C(F)(F)F)Nc1ccccc1	-2.8%[9.22 µM]	9.8%	-5.0%	-0.1%	1.1%	.	-6.6%[10 µM]
O=Cc1ccc2oc3nc4n(c(=O)c3c(=O)c2c1)CCCS4	14.0%[9.22 µM]	-21.1%	-3.3%	5.2%	6.5%	4.2%	7.2%
COc1cc(C(=O)NCCNC(=O)C2CCCNC2=O)cc(OC)c1OC (stereo not drawn)	9.2%[9.22 µM]	6.1%	.	-4.8%	0.2%	.	8.8%[10 µM]
COC(=O)CCCC1=CC2=CC(=O)C(C)(OC(=O)c3cccs3)C(=O)C2=CN1c1ccccc1 (stereo not drawn)	.	0.6%[13.1 µM]	.	.	7.7%[17.4 µM]	0.2%[9.22 µM]	-16.1%[10 µM]
COc1cccc(N2C(=O)C3NN=C(C(=O)CN4C(=O)c5ccccc5C4=O)C3C2=O)c1 (stereo not drawn)	-6.4%[9.22 µM]	5.1%	.	-1.4%	0.8%	.	-5.4%[10 µM]
CN(C)c1ccc(NC(=O)CCn2c(=S)oc3ccccc32)cc1	12.8%	?	-1.1%	19.0%	0.7%	.	.
CCOC(=O)c1c(NC(=O)CCC(=O)NCc2ccco2)sc2c1CCCC2	4.5%	-5.1%	-5.8%	10.7%	-9.6%	-4.8%	-15.0%
COc1ccc(/C(C)=N/NS(=O)(=O)c2ccccc2)c(OC)c1	6.2%	-8.9%	3.2%	-9.8%	.	.	-6.6%
COc1ccccc1C1CCN(C(=O)c2cccs2)CC1	2.6%[9.22 µM]	3.4%	.	1.8%	3.5%	.	13.4%[10 µM]
O=C1CS/C(=C/C(=O)c2cccc(Cl)c2)N1	4.7%	3.1%	-10.1%	-7.6%	-11.8%	.	.
COc1ccc(-c2csc(NC(=S)NC(=O)c3ccco3)n2)cc1	5.8%	-1.3%	-9.9%	12.8%	18.2%	.	-42.1%[inhibitor]
Cc1cc(C(=O)N2CCN(c3cccc(Cl)c3)CC2)c(C)o1	-15.6%	-3.3%	1.6%	21.3%	-0.7%	?	-10.0%
COc1ccc2[nH]c(=O)c(CN(CC3CCCO3)S(=O)(=O)c3ccccc3)cc2c1 (stereo not drawn)	-20.2%[9.22 µM]	-0.1%	.	13.5%	5.1%	.	2.5%[10 µM]
COCCNc1nc(C)nc2c1nc(-c1ccccc1)n2CCN1CCCC1	.	8.3%	.	.	3.5%	.	24.2%
CS(=O)(=O)N1CCN(c2ccc(NC(=O)Cc3ccccc3)cc2)CC1	-1.4%	0.9%	-4.1%	-3.9%	3.7%	1.6%	12.1%
CCC1Oc2ccc(C)cc2N(CC(=O)NCc2cccs2)C1=O (stereo not drawn)	-13.9%	1.8%	5.3%	-1.7%	-3.6%	-4.6%[46 µM]	6.5%
Cc1ccc2c(c1)-c1c(ssc1=S)C(C)(C)N2C(=O)CSc1nncn1C	-17.4%	?	8.5%	-11.7%	-10.0%	4.6%	4.1%
